bCat nuc transl: modulators of beta-catenin nuclear translocation. hit rate 0.3% among 190,000. nuclear translocation activity, % at 5 µM. HeLa beta-catenin nuclear translocation, immunofluorescence imaging. AID 1665;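 active = nuclear translocation activity above 50% at 5 µM, with a well cell count of 50 or more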;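 also: per-cell ratio of nuclear to cytoplasmic median beta-catenin stain intensity; plate controls were DMSO negative control for no effect and GSK-3 inhibitor IX positive control for full effect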
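Read-out: Nuclear/cytoplasmic beta-catenin signal ratio, % activation | Assay system: Human HeLa cell line | Times: 24 h compound exposure at 37°C, 5% CO2 | Signal: Fluorescence imaging of beta-catenin antibody stain plus DAPI | Dosing: 5 µM primary, 0.02–20 µM confirmation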
WT yeast gro inh: growth inhibition of WT yeast, mitochondrial fusion screen. mitochondrial fusion phenotypic screen, WT strain. inhibition, % at 10 µM. hit rate 2.1% among 190,000; in the data active = inhibition above about 58%; tested in S. cerevisiae
Autophagy mod: modulators of autophagy; MEF GFP-LC3 puncta imaging; test concentration mostly 10 µM; calls only at 10 µM (by protocol); hit rate 0.98% among 190,000;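 active = percentage of spot-positive cells more than 3 SD above its plate mean, without a fluorescence outlier flag or 80% toxicity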;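 also: spot-positive cell cutoff set from DMSO-treated cells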
Dynein cargo inh: blocks dynein driven cargo transport along microtubules | 3617.4 mouse cells, GR-EGFP nuclear translocation imaging; test concentration mostly 20 µM; stimulated with dexamethasone, 1 µM; active compounds read low | z-score, hits read low | hit rate 0.47% among 220,000;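 active = plate z-score of nuclear minus cytoplasmic receptor signal below a set negative limit, without overly bright fluorescence or cell loss, cut at about -3.5 in these data, passing the limit was not always enough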;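 also: z-score of nuclear minus cytoplasmic ring GR-EGFP intensity difference per well; some compounds called inactive have numbers as strong as hits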
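Buffer or medium: tetracycline-free induction medium containing charcoal-stripped FBS / Reagent: dexamethasone agonist, 1.0 µM final, for 30 min / Technique: automated 10x imaging of fixed Hoechst-stained cells / Times: induction 48 h, compound 1 h, agonist 30 min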
Insulin prom up: MIN6 insulin promoter up-regulation; MIN6 insulin promoter-GFP reporter, high-content imaging; active compounds read high; AID 1625; hit rate 0.3% among 190,000; z-score at 5 µM;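 active = z-score above 3 at 5 µM with at least 500 cells counted in the well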
PMI inhibition: MPI inhibition at elevated mannose 6-phosphate – biochemical, fluorescence intensity, high mannose 6-phosphate, primary screen (AID 1220) | recombinant PMI enzyme, coupled fluorescence intensity; higher % means a stronger effect | inhibition, % at 20 µM, or IC50 in µM where a hit was titrated | hit rate 0.66% among 190,000
human PMI inhibition: MPI enzyme activity inhibition – biochemical, fluorescence intensity, coupled assay, primary screen (AID 1209). purified PMI enzyme, coupled fluorescence intensity; higher % means a stronger effect. inhibition, % at 20 µM, or IC50 in µM where a hit was titrated. hit rate 0.42% among 190,000;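 also: plate controls were DMSO vehicle for no effect and wells lacking substrate for full effect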
MT stabilize HCS: microtubule stabilizers in HeLa cells | % tubulin-high responders, % at 10 µM | hit rate 0.83% among 200,000 | AID 2205 | HeLa tubulin immunostaining HCS, 24 h; share of cells brighter than vehicle mean+2SD;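 active = plate Z-score above 3 for both tubulin-high and condensed-nucleus cell shares, with cell loss under 80%, at 10 µM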;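 also: anti alpha tubulin signal scored within the nucleus-defined area of each cell; some results filed as inactive read as strong as hits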
Yfh1-depleted yeast: mitochondrial function rescue without frataxin homolog – Friedreich's ataxia, plus single-dose screen, dose response (AID 1465); S. cerevisiae Yfh1-off respiration, WST-1 reduction, 72 h; higher fold induction means a stronger effect; fold induction at 50 µM, or EC50 in µM where a hit was titrated; hit rate 0.074% among 220,000;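 active = fold induction of absorbance versus untreated yeast above a set limit, then at least 30% activation at any dose in follow-up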;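 also: activators that raise dye reduction in frataxin-depleted yeast; strong numbers were not always called active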
WT yeast gro inh mutant strain: further read-out of WT yeast gro inh, marked with its call; inhibition, %; mitochondrial fusion phenotypic screen, mutant strain inhibition
Dynein cargo inh cytoplasmic EGFP: second read-out of Dynein cargo inh, no call of its own (marks repeat the call); z-score; measured here: cytoplasmic GR-EGFP intensity; active compounds read high
Dynein cargo inh nuclear GR-EGFP: second read-out of Dynein cargo inh, no call of its own (marks repeat the call); z-score; measured here: nuclear GR-EGFP intensity;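 lower value marks the stronger effect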
Dynein cargo inh cell count: second read-out of Dynein cargo inh, no call of its own (marks repeat the call); z-score; measured here: cell count per field
Insulin prom up cell count: second read-out of Insulin prom up, no call of its own (marks repeat the call); cell count; measured here: cytotoxicity, nuclei count;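 total cells summed across four imaged fields per well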
bCat nuc transl cell count 5 µM: second read-out of bCat nuc transl, no call of its own (marks repeat the call); cell count; measured here: cell count, cytotoxicity flag
MT stabilize HCS Hoechst-high %: further read-out of MT stabilize HCS, marked with its call; % Hoechst-high responders; measured here: nuclear condensation Hoechst responders;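 share of cells brighter than vehicle mean plus two SD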
MT stabilize HCS cytotoxicity %: also measured in MT stabilize HCS; calls as there; toxicity, %; measured here: cytotoxicity by cell density;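 0% = mean cell density of plate MIN control wells and 100% = no cells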
Autophagy mod cell loss 18 h: second read-out of Autophagy mod, no call of its own (marks repeat the call); toxicity, %; measured here: cell loss, nuclei count;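 cell loss after 18 h compound exposure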
Active calls of the source: *; i = inactive; · = no result given. Rule as the data show it, unless noted: active = inhibition above about 50%; inactive = the rest. No enrichment for hits; 5% or so of the library scored in one or more.

SMILES	bCat nuc transl	bCat nuc transl cell count 5 µM	WT yeast gro inh	WT yeast gro inh mutant strain	Autophagy mod	Autophagy mod cell loss 18 h	Dynein cargo inh	Dynein cargo inh cytoplasmic EGFP	Dynein cargo inh nuclear GR-EGFP	Dynein cargo inh cell count	Insulin prom up	Insulin prom up cell count	PMI inhibition	human PMI inhibition	MT stabilize HCS	MT stabilize HCS Hoechst-high %	MT stabilize HCS cytotoxicity %	Yfh1-depleted yeast
COc1cccc(/C=C/C(=O)OCC(=O)c2ccc3c(c2)NC(=O)CO3)c1OC	-2.7	940	0.4	-3.3	i	-18.5	-0.528	-0.222	-0.195	-0.0273	-0.32	1417	0.2%	-5.7%	1.5	1.6	11.5	i
CCN(CC)c1ccc(NC(=O)CCNC(=O)c2ccco2)cc1	-3.1	571	-13.5	4.5	i	-8.2	0.555	-0.222	0.616	-0.523	-0.5	1254	16.3%	1.1%	1.3	1.5	5.7	i
Cc1ccc(O)c(NC(=O)c2ccco2)c1	·	·	3.2	6.9	i	7.6	0.388	-0.214	0.921	0.72	1.74	1067	1.4%	-0.3%	1.9	1.8	11.9	i
Cc1ccc(S(=O)(=O)NCC2CCCO2)cc1[N+](=O)[O-] (stereo unspecified)	1.2	999	-19.0	14.5	i	-14.0	0.115	-0.264	0.166	0.161	-0.23	1333	1.6%	7.5%	2.3	2.1	8.9	i
CS(=O)(=O)c1sc2nc(-c3ccccc3)cc(-c3ccccc3)c2c1N	0.0	1193	18.3	13.5	i	-1.7	-0.311	-0.276	-0.0693	0.242	·	·	-60.5%	-28.4%	2.3	1.6	12.4	i
CC(OC(=O)c1ccc2c(c1)C(=O)N(Cc1ccncc1)C2=O)C(=O)Nc1cccc(Cl)c1Cl (stereo unspecified)	0.3	1079	-33.5	-45.4	i	2.5	-0.79	-0.186	-0.676	0.299	0.15	1491	8.3%	3.9%	4.8	3.9	9.4	i
O=c1cnc2ccccc2n1CC1CCCCC1	-4.9	938	-8.6	-4.5	i	-44.0	-0.386	-0.209	-0.26	0.00893	-1.37	1023	-4.6%	-1.6%	3.3	1.6	0.9	i
N#Cc1c(N2CCN(C(=O)c3ccccc3)CC2)nc(-c2ccccc2)c2c1CCCC2	-4.5	1184	44.5	-14.0	i	-9.1	-0.811	-0.243	-0.142	0.408	·	·	8.8%	8.0%	0.8	1.2	8.8	i
CCC1(C)Cc2ccccc2-c2nc(NCCO)[nH]c(=O)c21 (stereo unspecified)	-0.8	940	-3.4	-0.1	i	-3.2	1.09	-0.119	1.03	-0.548	0.77	788	9.9%	14.6%	2.0	1.2	7.9	i
Cc1ccc(NC(=O)CN(C)C(=O)CSc2nc3ccccc3o2)cc1	0.2	1316	12.7	4.6	i	2.6	-0.703	-0.198	-1	-0.0111	-0.54	1612	-6.4%	-10.1%	3.8	2.4	7.7	·
COc1ccc(-c2ccc(SCc3ccccn3)nn2)cc1OC	-0.4	1079	-7.1	-3.4	i	-0.3	-0.182	-0.284	0.00529	0.547	·	·	-8.7%	-15.0%	3.1	3.2	8.4	i
O=C(Nc1cnccn1)c1csc2ccccc12	·	·	15.9	3.6	i	3.3	0.0544	-0.197	0.286	-0.112	·	·	4.8%	8.5%	2.0	1.7	0.2	i
CSCCC(NC(=O)c1ccco1)C(=O)OCc1cc([N+](=O)[O-])cc2c1OCOC2 (stereo unspecified)	-0.9	1097	-10.3	-14.7	i	11.1	-0.122	-0.186	-0.0155	-0.141	-0.44	1298	5.4%	4.7%	3.0	2.5	1.1	i
CC(C)C[C@H](CO)Nc1nc(N(C)c2cccc(Cl)c2)c2ncn(C(C)C)c2n1	-1.4	1306	·	·	·	·	-0.334	-0.751	3.47e-05	-0.348	-0.36	932	·	·	·	·	·	i
CC1(C)CC(=O)C(/C=N/c2ccccn2)=C(O)C1	1.5	1432	5.1	-0.7	i	-17.4	-0.715	-0.159	-0.332	1.38	0.44	1286	-6.9%	-2.3%	1.7	3.6	5.8	i
O=C(NCc1ccc(F)cc1)c1ccc(CS(=O)(=O)Cc2ccccc2F)o1	0.5	1358	2.6	8.2	i	-31.8	-0.286	-0.266	-0.256	-0.282	0.41	1343	-16.6%	-10.6%	3.8	4.1	8.0	i
C=CCOC(=O)C1=C(C)NC(SCC(=O)N(CC)CC)=C(C#N)C1c1ccccc1 (stereo unspecified)	0.1	1136	14.9	6.2	i	15.8	0.238	-0.219	0.705	-0.0124	-2.31	1110	3.0%	13.2%	1.6	2.3	2.2	·
O=C(OCC1CC(c2ccccc2)=NO1)c1ccc(Br)cc1 (stereo unspecified)	-2.3	1058	11.0	8.6	i	7.7	-0.595	-0.386	-0.601	1.75	1.04	1549	15.5%	19.9%	6.3	3.0	1.7	i
COc1ccc(OC)c(NC(=O)c2ccc(CSc3nnc(C)s3)cc2)c1	1.5	1485	31.9	9.2	i	-3.9	2.52	-0.0585	1.45	-1.68	·	·	10.0%	6.4%	1.1	0.7	0.8	i
CSc1ccc(NC(=O)NCCCN2CCN(c3ccccc3F)CC2)cc1	2.1	1358	11.0	4.5	i	0.2	-0.496	-0.19	-0.193	0.829	-1.2	834	0.1%	0.2%	1.3	2.8	12.3	i
C/C(Cc1ccccc1)=N/NC(=O)CNC(=O)C(c1ccccc1)c1ccccc1	-0.9	1298	·	·	·	·	-0.396	-0.0694	-0.187	-0.392	0.76	1112	·	·	·	·	·	i
COC(CNS(=O)(=O)c1cccc2nonc12)OC	-0.9	1198	10.8	0.3	i	-3.2	-0.363	-0.377	-0.321	1.33	0.51	1303	1.5%	1.8%	2.5	2.1	8.0	i
CCOC(=O)c1ccc(Nc2c(OCC)c(=O)c2=O)cc1	1.8	1298	·	·	·	·	-0.235	-0.244	0.241	0.739	0.64	1130	·	·	·	·	·	i
O=C(Nc1ccccc1)N1CCC(C(=O)N2CCN(c3ccccc3F)CC2)CC1	-3.3	1093	3.7	-8.4	i	-10.7	1.47	-0.2	0.913	-0.001	-1.11	1209	-13.2%	-10.0%	2.2	2.2	1.7	i
CC(C)c1ccc(/C=C2\SC(N3CCCC3)=NC2=O)cc1	·	·	26.1	11.6	i	-9.2	-0.895	-0.271	0.156	0.418	0.05	1162	8.9%	3.4%	2.8	3.7	8.2	i
N/C(=N\OCc1ccccc1)c1nonc1N	-0.7	1146	2.6	0.8	i	16.4	-0.763	-0.323	-0.307	0.834	1.54	1234	15.9%	8.6%	4.8	1.8	1.4	i
CC(C)C(=O)Nc1c(-c2ccccc2)c(=O)c2ccccc2n1C	0.4	1320	·	·	·	·	-0.295	-0.291	-0.156	0.73	-0.26	1058	·	·	·	·	·	i

Six neighbouring compounds from above, quoted:
SMILES	bCat nuc transl	bCat nuc transl cell count 5 µM	WT yeast gro inh	WT yeast gro inh mutant strain	Autophagy mod	Autophagy mod cell loss 18 h	Dynein cargo inh	Dynein cargo inh cytoplasmic EGFP	Dynein cargo inh nuclear GR-EGFP	Dynein cargo inh cell count	Insulin prom up	Insulin prom up cell count	PMI inhibition	human PMI inhibition	MT stabilize HCS	MT stabilize HCS Hoechst-high %	MT stabilize HCS cytotoxicity %	Yfh1-depleted yeast
COC(CNS(=O)(=O)c1cccc2nonc12)OC	-0.9	1198	10.8	0.3	i	-3.2	-0.363	-0.377	-0.321	1.33	0.51	1303	1.5%	1.8%	2.5	2.1	8.0	i
CCOC(=O)c1ccc(Nc2c(OCC)c(=O)c2=O)cc1	1.8	1298	·	·	·	·	-0.235	-0.244	0.241	0.739	0.64	1130	·	·	·	·	·	i
O=C(Nc1ccccc1)N1CCC(C(=O)N2CCN(c3ccccc3F)CC2)CC1	-3.3	1093	3.7	-8.4	i	-10.7	1.47	-0.2	0.913	-0.001	-1.11	1209	-13.2%	-10.0%	2.2	2.2	1.7	i
CC(C)c1ccc(/C=C2\SC(N3CCCC3)=NC2=O)cc1	·	·	26.1	11.6	i	-9.2	-0.895	-0.271	0.156	0.418	0.05	1162	8.9%	3.4%	2.8	3.7	8.2	i
N/C(=N\OCc1ccccc1)c1nonc1N	-0.7	1146	2.6	0.8	i	16.4	-0.763	-0.323	-0.307	0.834	1.54	1234	15.9%	8.6%	4.8	1.8	1.4	i
CC(C)C(=O)Nc1c(-c2ccccc2)c(=O)c2ccccc2n1C	0.4	1320	·	·	·	·	-0.295	-0.291	-0.156	0.73	-0.26	1058	·	·	·	·	·	i

Profiles, looked up by structure. Order of screens: bCat nuc transl, bCat nuc transl cell count 5 µM, WT yeast gro inh, WT yeast gro inh mutant strain, Autophagy mod, Autophagy mod cell loss 18 h, Dynein cargo inh, Dynein cargo inh cytoplasmic EGFP, Dynein cargo inh nuclear GR-EGFP, Dynein cargo inh cell count, Insulin prom up, Insulin prom up cell count, PMI inhibition, human PMI inhibition, MT stabilize HCS, MT stabilize HCS Hoechst-high %, MT stabilize HCS cytotoxicity %, Yfh1-depleted yeast
CC1(C)CC(=O)C(/C=N/c2ccccn2)=C(O)C1 is listed with 1.5, 1432, 5.1, -0.7, i, -17.4, -0.715, -0.159, -0.332, 1.38, 0.44, 1286, -6.9%, -2.3%, 1.7, 3.6, 5.8, i
N/C(=N\OCc1ccccc1)c1nonc1N is listed with -0.7, 1146, 2.6, 0.8, i, 16.4, -0.763, -0.323, -0.307, 0.834, 1.54, 1234, 15.9%, 8.6%, 4.8, 1.8, 1.4, i
